STK33 kinase inh: inhibitors of human STK33 kinase | Q9BYT3 | purified STK33, MBP phosphorylation, ADP-Glo luminescence | inhibition, % at 10 µM | hit rate 0.073% among 320,000;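 active = inhibition at or above 25%, using the most active replicate where run in duplicate; inactive = inhibition below 25%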
Target sequence (Q9BYT3 whole entry, looked up): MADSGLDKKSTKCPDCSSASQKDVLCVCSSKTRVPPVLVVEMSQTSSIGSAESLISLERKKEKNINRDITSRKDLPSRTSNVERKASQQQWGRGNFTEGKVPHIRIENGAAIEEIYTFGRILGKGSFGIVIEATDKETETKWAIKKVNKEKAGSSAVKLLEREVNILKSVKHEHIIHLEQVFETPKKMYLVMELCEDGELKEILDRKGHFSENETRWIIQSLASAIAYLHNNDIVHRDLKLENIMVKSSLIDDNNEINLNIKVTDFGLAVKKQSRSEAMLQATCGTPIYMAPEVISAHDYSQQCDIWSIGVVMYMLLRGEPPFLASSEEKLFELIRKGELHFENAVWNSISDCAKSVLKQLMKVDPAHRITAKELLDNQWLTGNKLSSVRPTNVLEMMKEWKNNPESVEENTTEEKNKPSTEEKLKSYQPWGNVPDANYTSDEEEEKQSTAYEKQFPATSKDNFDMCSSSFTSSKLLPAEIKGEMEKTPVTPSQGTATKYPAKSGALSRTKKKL
Kir21 inh: inhibitors of mouse Kir2.1 inward-rectifier potassium channel; P35561; HEK293-Kir2.1, FluxOR thallium flux fluorescence; hits give low values; B-score at 10 µM; hit rate 0.85% among 310,000; AID 1672;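 active = fluorescence ratio B-score at or below minus 3 SD of library scores, with starting-brightness B-score within 2 SD, cut at about -4.2 in these data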;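 note: channel flux triggered by added potassium and thallium sulfate stimulus; B-score of peak minus minimum fluorescence over baseline after thallium stimulus; more negative B-score means stronger Kir2.1 block with less thallium influx; some compounds called inactive have numbers as strong as hits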
Target sequence (P35561 whole entry, looked up): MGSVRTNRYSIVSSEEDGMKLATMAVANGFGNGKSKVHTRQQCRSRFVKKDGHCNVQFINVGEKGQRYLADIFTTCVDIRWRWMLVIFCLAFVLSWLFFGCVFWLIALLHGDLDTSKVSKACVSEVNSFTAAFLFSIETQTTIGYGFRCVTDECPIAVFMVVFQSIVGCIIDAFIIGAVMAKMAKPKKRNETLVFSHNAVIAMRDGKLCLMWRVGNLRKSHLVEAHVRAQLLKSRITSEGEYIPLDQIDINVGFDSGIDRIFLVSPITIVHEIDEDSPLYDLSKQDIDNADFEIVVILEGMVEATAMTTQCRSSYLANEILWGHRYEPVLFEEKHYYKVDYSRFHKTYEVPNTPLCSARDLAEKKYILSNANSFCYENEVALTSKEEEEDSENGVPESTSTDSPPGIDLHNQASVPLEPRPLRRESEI
* marks the source's active call; other numbers are inactive results; . = no result given.

SMILES	STK33 kinase inh	Kir21 inh
Cc1cccc(-n2nc3c(c2NC(=O)c2ccc(Br)o2)CSC3)c1	-0.6	-0.94
O=[N+]([O-])c1ccc2cn(-c3ccccc3)nc2c1	-0.3	-0.34
COc1ccc(-c2cc(C(=O)NCC(c3ccco3)N(C)C)c3ccccc3n2)cc1OC (stereo not given)	-0.7	0.05
COc1cc(OC)c(NC(=O)C2CC(=O)N(c3ccc4c(c3)OCCO4)C2)cc1Cl (stereo not given)	.	-0.08
CCNS(=O)(=O)c1ccc(CCC(=O)NCCc2ccc(OC)cc2)cc1	-0.6	-0.05
COc1cc(C(=O)NCC(=O)N2CCN(S(=O)(=O)c3ccccc3C(F)(F)F)CC2)cc(OC)c1OC	-0.5	.
O=C1/C(=C/c2ccco2)SC(=S)N1CC1CCCO1 (stereo not given)	0.1	0.39
COCC(=O)Nc1ccc(S(=O)(=O)N2CCCC2)cc1	0.3	0.04
O=S(=O)(c1ccc(NC(=S)N/N=C/c2c3ccccc3cc3ccccc23)cc1)N1CCOCC1	1.3	0.03
CN(C(=O)COC(=O)c1ccc(Cl)c(S(=O)(=O)N2CCCCC2)c1)C1(C#N)CCCCC1	-0.9	.
COC(=O)c1sccc1NC(=O)c1ccc2c(c1)OCO2	0.2	-1.3
CC(=O)N/C(N)=N/c1nc2cc([N+](=O)[O-])ccc2o1	-2.7	0.08
Cc1cc(NC(=O)CSc2ncnc3sccc23)no1	1.1	0.69
COc1ccc(C2CC(c3ccccc3)=NN2C(=O)CSc2nnnn2-c2cccc(C)c2)cc1 (stereo not given)	0.2	1.3
CCC(=C(c1ccc(OC)cc1)c1ccc(OC)cc1)c1cn(CC(O)CN2CCN(C)CC2)c2ccccc12 (stereo not given)	6.6	.
O=C1CC(c2ccco2)CC(O)=C1C=NCCN1CCNCC1 (stereo not given)	-0.6	0.89
C#CCOCCOCCOCCNc1nc(N2CCOCC2)nc(N2CCN(C(=O)[C@H](CC(N)=O)n3cc([C@@H](N)C(C)C)nn3)CC2)n1	-0.1	.
COc1ccccc1C(=O)N1CCN(S(=O)(=O)c2ccccc2)CC1	-0.5	-0.11
O=C(N/N=C\c1cc(Br)cs1)C1COc2ccccc2O1 (stereo not given)	-0.9	1.1
CC(=O)c1ccc(NC(=O)Nc2ccc3c(c2)N(C)C(=O)CS3)cc1	9.7	0.65
CCOC(=O)c1ccc2c(c1)nc(C)n2CC	-4.7	1.1
CC(C)NC(=O)CCN1C(=O)c2ccccc2Sc2ncccc21	-1.4	1.6
Cc1ccc(NC(=O)CN(C)C(=O)c2ccc(NS(=O)(=O)c3ccc4[nH]c(=O)[nH]c4c3)cc2)cc1	2.8	.
COC(=O)c1ccc(C(=O)NC2CC(C)(C)Cc3c2cnn3-c2ccc(F)cc2)nc1 (stereo not given)	-1.0	0.73
COC(=O)C1CCN(C(=O)COC(=O)c2ccc(OC)c(S(=O)(=O)N3CCCc4ccccc43)c2)CC1	-0.3	-0.36
The results go on.
SMILES	STK33 kinase inh	Kir21 inh
CCN1C(=O)C(CC(=O)Nc2ccc(OC)cc2)N(CCc2ccccc2F)C1=S (stereo not given)	-1.6	0
Cc1ccc(C(=O)Nc2ccc3c(c2)OCO3)o1	0.7	0.17
c1ccc(-c2nc3nonc3nc2-c2ccccc2)cc1	-1.6	0.13
CCOC(=O)CNC(=O)CSc1nc(Cc2ccccc2)nc2ccccc12	-3.6	-2.1
COc1ccccc1OCC(=O)N(Cc1nc(-c2ccccc2)no1)C1CCCCC1	-0.9	.
O=C(/C=C/c1ccc(Cl)cc1)N(Cc1cccs1)C1CCS(=O)(=O)C1 (stereo not given)	-1.4	1
CCC(C)(C)NC(=O)C(c1ccccc1)N(C(=O)c1csnn1)C1CC1 (stereo not given)	-1.9	1
COc1ccc(CNC(=O)C2CCCN2)cc1OC (stereo not given)	-2.8	-2.2
Cc1ccc2cccc(SCC(=O)N3CCOCC3)c2n1	-0.9	-0.57
O=C(Cn1c(=O)oc2ccccc21)Nc1ccc(F)c(F)c1	-0.7	-0.84
Cc1ccc(C2CC2c2n[nH]c(=S)n2-c2cccc(C)c2)cc1 (stereo not given)	0.1	1.6
Cn1cc(C(=O)c2ccc(Cl)cc2Cl)cc1C(=O)N/N=C(\N)COc1ccc(F)cc1	-1.9	-0.13
CCCN(C(=O)c1cc(Cl)nc2ccccc12)c1c(N)n(Cc2ccccc2)c(=O)[nH]c1=O	-2.3	.
Cc1ccc(NC(=O)C2=C(O)CCn3c2nc2ccccc23)cc1	2.2	1.8
Cc1ccc(C(=O)Nc2ccc(OCc3ccccc3)cc2)s1	-1.6	0.96
O=C(Nc1ccc(Cl)c(Cl)c1)N1CCSCC1	-0.9	0.1
CCC(=O)Nc1cc2[nH]c(=O)cc(C)c2cc1C	-0.5	0.79
Cc1ccnc(SCc2cc(=O)c(OC(=O)c3cccs3)co2)n1	0.7	1.5
CC(C)CCOP(=O)(c1ccc(N(C)C)cc1)C(O)c1ccc(N(C)C)cc1 (stereo not given)	0.4	-1.1
O=C(O)c1cc(S(=O)(=O)NCc2ccco2)c(Cl)cc1Cl	-0.1	1.1
O=C(Nc1ccccc1C(=O)N1CCOCC1)c1cccnc1	-0.3	-0.11
COc1cccc(CNS(=O)(=O)c2cc3c(cc2Cl)NC(=O)CO3)c1	0.4	-0.93
CCOC(=O)N1CCN(C(=O)c2oc3ccc(S(=O)(=O)N(CC)CC)cc3c2C)CC1	-1.8	0.28
Cc1cc(Cl)ccc1OCCCC(=O)NN	-0.1	0.94
CSc1ccccc1NC(=O)c1cnccn1	0.7	-1.1
(next part)
SMILES	STK33 kinase inh	Kir21 inh
CC1(c2nnc(Cc3ccccc3)o2)CC(c2ccc(Br)cc2)=NO1 (stereo not given)	-1.6	0.58
COc1cccc(N2CCN(C(=O)CCSCc3ccccc3F)CC2)c1	-1.1	1.1
COc1ccc(-n2ccc(=O)c(C(=O)O)n2)c(OC)c1	-0.7	1.4
O=c1cc(O)n(-c2ccc(Cl)cc2)c(=S)[nH]1	-0.6	1.9
COC(=O)CNS(=O)(=O)c1ccc(OC)cc1	-1.0	0.77
Cc1ccc(C)c(NC(=O)C2CCCN(S(=O)(=O)c3c(C)noc3/C=C/N(C)C)C2)c1 (stereo not given)	-0.4	0.73
COc1ccc(CCNC(=O)C2CCCN(Cc3nc(-c4ccccc4C)oc3C)C2)cc1OC (stereo not given)	-0.4	-1.2
O=C1CC(Cc2ccccc2)C(=O)N1c1ccc(Cl)cn1 (stereo not given)	1.1	-3.4e-17
O=C(NC1CCCC1)C1CCC(=O)N1C1CCCC1 (stereo not given)	0.4	0.12
COc1ccc(OC)c(NC(=O)c2ccc(NS(C)(=O)=O)cc2)c1	0.1	-0.15
O=C(NCCCN1CCCCCC1)C1CCCN(S(=O)(=O)c2cccc3nsnc23)C1 (stereo not given)	-1.1	0.7
NC(=O)c1ccc(Cc2ncc(C(F)(F)F)cc2Cl)s1	0.2	-0.75
O=C(NCC(c1ccco1)N1CCOCC1)c1ccc(F)cc1 (stereo not given)	-0.1	1.1
CC1=NCCN1S(=O)(=O)c1c(C(C)C)cc(C(C)C)cc1C(C)C	0.3	-0.47
O=[N+]([O-])c1nn(-c2ccccc2)[n+]([O-])c1N1CCN(c2ccccc2F)CC1	0.1	0.1
S=C(NCc1ccco1)Nc1ccc(Oc2ccccc2)cc1	2.0	-0.01
CC1CCCN(c2ncnc3c2cnn3-c2ccc(Cl)cc2)C1 (stereo not given)	0.5	0.92
N#CC1=C(N)c2ccccc2CC12CCCCC2	0.7	0.65
Cc1ccc(S(=O)(=O)c2c(COC(=O)c3ccc(Cl)cc3)c(-c3ccccc3)nn2C)cc1	-1.4	-0.73
CC(C)Cn1nc(NC(=O)c2cccs2)c2cc3ccccc3nc21	-0.6	0.62
O=C1C=C(c2cccs2)C[C@H](c2ccccc2)[C@H]1n1nnc([N+](=O)[O-])n1	-1.4	-0.02
COc1ccc(C(C(=O)NC(C)(C)C)N(CCO)C(=O)CCC(=O)Nc2cc(C)on2)cc1 (stereo not given)	-0.1	1.2
Nc1ccc2nc(-c3ccccc3)c(-c3ccccc3)nc2c1	-1.3	-6.9
COc1ccc(CCNC(=S)Nc2ccc(C)cc2C)cc1	-0.3	-2.5
Cn1cc(Br)c(C(=O)NN2C(=O)C3C4C=CC(C5CC45)C3C2=O)n1 (stereo not given)	-0.3	-0.43
Additional compounds follow:
SMILES	STK33 kinase inh	Kir21 inh
O=S(=O)(c1cccc(-c2cn3cccnc3n2)c1)N1CCOCC1	-0.4	.
CCCc1ccccc1OCCNS(=O)(=O)c1cc2c(cc1C)OCC(=O)N2	-0.1	-6.5*
Brc1cnc2nc(SCc3nc4ccccc4[nH]3)[nH]c2c1	2.4	-0.26
CCOC(=O)c1c(NC(=O)CN2C(=O)NC(C)(c3ccc(Cl)cc3)C2=O)sc(C(=O)NC)c1C (stereo not given)	-1.2	-0.12
COc1ccc(-c2nc(Cn3c(SCc4ccc(C)cc4)nc4ccncc43)c(C)o2)cc1OC	-1.2	2.9
CS(=O)(=O)N(CC(=O)NCC1CCCO1)c1cc(Cl)c(Cl)cc1Cl (stereo not given)	-0.9	0.74
COCC(C)NC(=O)c1cc2c(ccc3ccccc32)oc1=O (stereo not given)	0.9	0.25
CCOc1ccc(N(C)S(=O)(=O)c2cc(-c3cc(C)no3)ccc2C(C)C)cc1	0.4	1.2
CCOc1ccc(NC(=O)CCNS(=O)(=O)c2cccc3nsnc23)cc1	-1.1	-1.3
Cc1nc(/N=C\c2ccc(N(C)C)cc2)sc1C	1.3	1.6
COC(=O)CCC/C=C1/SCC(NC(=O)c2ccccc2)/C1=N/O (stereo not given)	-0.3	2.4
C=C(C)Cn1c(CCNC(=O)CC)nc2ccccc21	.	-1.1
O=C(CSc1nc(O)cc(=O)[nH]1)N1c2ccccc2CCc2ccccc21	0.3	-0.42
CCOC(=O)c1[nH]c2ccc(F)cc2c1NC(=O)Nc1ccccc1OC	-0.3	0.77
CC(C)Cc1nc2c(nnn2Cc2ccccc2F)c(=O)[nH]1	-0.8	-0.66
COc1ccc(NC(=O)CN2C(=O)C(C)Oc3ccccc32)cc1OC (stereo not given)	-1.9	-0.06
COc1cccc(NC(=O)CN(C)C(=O)c2cccc(S(=O)(=O)N3CC4(C)CC3CC(C)(C)C4)c2)c1 (stereo not given)	0.2	.
NS(=O)(=O)c1ccc(CCNS(=O)(=O)c2ccccc2)cc1	-1.4	0.35
CC1(N2CCCCC2)C(=O)c2ccccc2C1=O	-0.8	0.22
O=C(Nc1nc(-c2cccs2)cs1)c1ccc(Cl)cc1	0.4	1.5
O=C(O)CCc1ccc(-c2ccccc2)n1NC(=O)c1ccco1	-0.3	0.15
COc1ccc(CC(=O)N2CCc3cc(OC)c(OC)cc3C2C)c(OC)c1 (stereo not given)	-2.4	-0.4
O=C(c1ccc(F)c(S(=O)(=O)N2CCOCC2)c1)N(c1ccccc1)c1ccccn1	0.7	0.07
CN(C)c1ccc(N=Nc2ccccc2Br)cc1	1.1	-1.2
S=C(NCCc1ccccc1)Nc1ccccc1N1CCOCC1	-1.0	-0.81

A portion from the list above, as a working copy:
SMILES	STK33 kinase inh	Kir21 inh
O=S(=O)(c1cccc(-c2cn3cccnc3n2)c1)N1CCOCC1	-0.4	.
CCCc1ccccc1OCCNS(=O)(=O)c1cc2c(cc1C)OCC(=O)N2	-0.1	-6.5*
Brc1cnc2nc(SCc3nc4ccccc4[nH]3)[nH]c2c1	2.4	-0.26
CCOC(=O)c1c(NC(=O)CN2C(=O)NC(C)(c3ccc(Cl)cc3)C2=O)sc(C(=O)NC)c1C (stereo not given)	-1.2	-0.12
COc1ccc(-c2nc(Cn3c(SCc4ccc(C)cc4)nc4ccncc43)c(C)o2)cc1OC	-1.2	2.9
CS(=O)(=O)N(CC(=O)NCC1CCCO1)c1cc(Cl)c(Cl)cc1Cl (stereo not given)	-0.9	0.74
COCC(C)NC(=O)c1cc2c(ccc3ccccc32)oc1=O (stereo not given)	0.9	0.25
CCOc1ccc(N(C)S(=O)(=O)c2cc(-c3cc(C)no3)ccc2C(C)C)cc1	0.4	1.2
CCOc1ccc(NC(=O)CCNS(=O)(=O)c2cccc3nsnc23)cc1	-1.1	-1.3
Cc1nc(/N=C\c2ccc(N(C)C)cc2)sc1C	1.3	1.6
COC(=O)CCC/C=C1/SCC(NC(=O)c2ccccc2)/C1=N/O (stereo not given)	-0.3	2.4
C=C(C)Cn1c(CCNC(=O)CC)nc2ccccc21	.	-1.1
O=C(CSc1nc(O)cc(=O)[nH]1)N1c2ccccc2CCc2ccccc21	0.3	-0.42
CCOC(=O)c1[nH]c2ccc(F)cc2c1NC(=O)Nc1ccccc1OC	-0.3	0.77

(further entries)
SMILES	STK33 kinase inh	Kir21 inh
Cc1nc2ccc(NC(=O)c3cccnc3)cc2s1	-1.6	-0.02
C=CCNC(=S)NCCO	0.1	-0.52
O=C(Nc1nnc2n1CCS2)c1ccco1	-1.7	-1.2
CC1(C)Cc2c(sc(NC(=O)c3ccc4ncsc4c3)c2C(N)=O)C(C)(C)N1	0.5	0.98
COc1cc(NC(=O)c2sc3ncn(CC(=O)N4CCCCC4)c(=O)c3c2C)cc(OC)c1OC	0.9	-1.5
C/C(=N\NC(=O)C(N)=O)c1ccc(Br)cc1	-0.3	0.56
CC(C)(C)[C@H]1CCC(=O)N([C@H](CN=[N+]=[N-])Cc2ccccc2)CC1	0.2	-1.8
CCN(CC)c1ccc(S(=O)(=O)N2CCOCC2)cc1NC(=O)CSc1ccccc1	2.0	1.9
CC(=O)c1ccc(N2C(=NC(=O)C3CCCCC3)SC3CS(=O)(=O)CC32)cc1 (stereo not given)	0.1	-1.6
CN(C)CCCNC(=S)N(CCCO)Cc1cc2cc3c(cc2[nH]c1=O)OCO3	-0.8	0.79
CC(=O)N1CCc2c(sc(NC(=O)CN3C(=O)CCC3=O)c2C(N)=O)C1	0.1	0.66
COc1ccccc1NC(=O)c1ccccc1Oc1ccccc1	1.6	0.03
CCN(CC)c1ccc(/C=N/NC(=O)c2ccoc2C)c(O)c1	4.5	-0.86

Bioassay records as filed in PubChem BioAssay.

Compounds as they come; 0.84% or so of the library scored in one or more.
